# TAAR1 antagonist – human TAAR1 antagonism. Q96RJ0. CHO RD-HGA16 TAAR1, Fluo-8 calcium fluorescence, antagonist. inhibition, % at 3 µM. actives 1.5% (n = 360,000). AID 624466;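 active = inhibition above a per-plate cutoff, the mean inhibition of test compounds on that plate plus 3 SD, cut at about 49% in these data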;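 note: 0% = DMSO plus EC80 beta-PEA response and 100% = DMSO alone without agonist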
# Target sequence (Q96RJ0 whole entry, looked up): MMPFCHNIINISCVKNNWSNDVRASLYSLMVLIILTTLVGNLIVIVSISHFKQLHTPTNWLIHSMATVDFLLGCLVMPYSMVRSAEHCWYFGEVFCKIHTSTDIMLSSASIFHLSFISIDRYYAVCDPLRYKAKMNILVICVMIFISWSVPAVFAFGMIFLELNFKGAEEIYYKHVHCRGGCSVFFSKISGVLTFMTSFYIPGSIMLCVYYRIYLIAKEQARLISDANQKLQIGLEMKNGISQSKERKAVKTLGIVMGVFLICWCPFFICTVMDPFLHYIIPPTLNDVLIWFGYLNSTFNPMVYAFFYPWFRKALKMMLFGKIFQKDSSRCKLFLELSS
#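 Test system: CHO RD-HGA16 cells bearing hTAAR1 | Reagent: β-PEA, EC80 | Compound dosing: 3 µM, single point | Schedule: Dye loading 75 min at 37 °C, then 30 min room temperature | Signal: Calcium fluorescence with Fluo-8 | Evaluation: Percent inhibition of PEA-evoked calcium signal, max/basal emission ratio | Control set: DMSO-only wells and EC80 β-PEA-stimulated wells | Repeats: Singlicate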
# M1 PAM – potentiates human M1 receptor response to acetylcholine | CHO-K1 hM1, Fluo-8 calcium fluorescence, ACh EC20; 0% = ACh EC20, 100% = maximal ACh | activation, % at 3 µM | actives 0.088% (n = 360,000) | AID 588819; in the data active = activation above about 19%, passing the limit was not always enough
# Target sequence (P11229 whole entry, looked up): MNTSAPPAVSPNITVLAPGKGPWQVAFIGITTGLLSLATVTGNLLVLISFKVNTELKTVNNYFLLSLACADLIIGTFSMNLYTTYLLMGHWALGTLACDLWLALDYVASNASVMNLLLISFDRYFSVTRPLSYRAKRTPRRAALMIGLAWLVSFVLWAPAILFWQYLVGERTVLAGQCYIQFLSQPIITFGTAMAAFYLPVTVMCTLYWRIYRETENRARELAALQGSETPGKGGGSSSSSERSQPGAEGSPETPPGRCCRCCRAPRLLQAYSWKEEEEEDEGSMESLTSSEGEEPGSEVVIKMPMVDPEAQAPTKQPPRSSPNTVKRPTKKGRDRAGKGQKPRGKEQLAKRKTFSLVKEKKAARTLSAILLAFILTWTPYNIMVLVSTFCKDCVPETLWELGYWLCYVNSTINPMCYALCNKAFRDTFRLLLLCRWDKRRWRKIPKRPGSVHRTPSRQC
# CHO parental Ca – signal in parental CHO cells, OX1R antagonist counter-screen. parental CHO-K1, ATP-induced calcium, Fluo-8 fluorescence. inhibition, % at 5.6 µM. actives 0.63% (n = 330,000). AID 463079;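 active = inhibition above that plate's mean sample inhibition plus 3 SD, cut at about 26% in these data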;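 note: 0% = ATP-challenged DMSO wells and 100% = DMSO wells without ATP; some compounds past the cut are filed as inactive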
#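 Material: parental CHO cells / Compound: single nominal dose of 5.6 µM per compound / Signal: Fluo-8 fluorescence / Replicates: singlicate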
# CHO-K1 Ca PAM – M1 PAM counterscreen hit in parental CHO-K1 cells. ATP EC20, Fluo-8 calcium fluorescence; 0% at ATP EC20, 100% at ATP max. activation, % at 3 µM. actives 0.02% (n = 360,000);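 active = activation above the run cutoff, the mean activation of all test compounds plus 3 SD, cut at about 40% in these data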;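 note: peak over basal fluorescence ratio in a 140 s read after ATP addition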
# CHRM1 agonist – human M1 muscarinic receptor agonism. P11229. CHO-K1 hM1, Fluo-8 calcium fluorescence, agonist mode; 0% DMSO, 100% acetylcholine EC100. activation, % at 3 µM. actives 0.33% (n = 360,000). AID 588814;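 active = activation above the run's mean compound activation plus 3 SD, cut at about 16% in these data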;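 note: peak over basal fluorescence ratio within a 140 s kinetic read after compound addition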
# TAAR1 ag – human TAAR1 agonism; actives 0.99% (n = 360,000); CHO RD-HGA16 TAAR1, Fluo-8 calcium fluorescence; vehicle wells 0%, saturating PEA agonist 100%; activation, % at 3 µM;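 active = activation above the mean activation of all test compounds in the run plus 3 SD, cut at about 38% in these data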
#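 Test system: RD-HGA16 (CHO) cells co-expressing Gα16 and hTAAR1 | Doses: Single dose, 3 µM | Schedule: 17-24 h seeding, 75 min 37 °C dye, 30 min RT | Evaluation: % activation from peak over basal fluorescence ratio, DMSO-to-PEA scaled | Technique: Kinetic Fluo-8 calcium fluorescence | Benchmarks: Low control DMSO, high control PEA (EC100)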
# CHO-K1 Ca antag – M1 antagonist counterscreen hit in parental CHO-K1 cells; ATP-induced calcium, Fluo-8 fluorescence; inhibition, % at 3 µM; actives 0.6% (n = 360,000); AID 602250;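 active = inhibition above a per-plate cutoff, the plate's mean sample inhibition plus 3 SD, cut at about 24% in these data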;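 note: 0% = DMSO plus EC80 ATP and 100% = DMSO alone without ATP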
# CHO-K1 Ca ag – M1 agonist counterscreen hit in parental CHO-K1 cells. Fluo-8 calcium fluorescence; scaled to maximal ATP response, vehicle zero. activation, % at 3 µM. actives 0.48% (n = 360,000); in the data active = activation above about 15%;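 note: untransfected CHO-K1 host cells lacking M1 receptor as counterscreen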
# M1 antag – human CHRM1 antagonism. CHO-K1 hM1, Fluo-8 calcium fluorescence, ACh EC80 antagonist. inhibition, % at 3 µM. actives 1.3% (n = 360,000). AID 588852;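 active = percent inhibition above its own plate's cutoff, namely the mean of that plate's compound wells plus 3 SD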;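 note: peak over basal fluorescence ratio during 140 s after agonist addition; 0% = ACh EC80 plus DMSO and 100% = DMSO alone without agonist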
# Active calls of the source: *; / = no result given; & = joins results of further samples.
# Start of the listing, in advance, three compounds:
SMILES,TAAR1 antagonist,M1 PAM,CHO parental Ca,CHO-K1 Ca PAM,CHRM1 agonist,TAAR1 ag,CHO-K1 Ca antag,CHO-K1 Ca ag,M1 antag
C=CCn1c(C(O)c2ccccc2)nc2ccccc21 (stereo not given),-5,6,-15,19,-3,7,-10,0.2,-14
CC(C)N1CCC(NC(=O)Nc2ccc3c(c2)OCO3)CC1,4,15,-2,14,-10,6,-11,0.8,-13
C=CCSc1nccc(=O)[nH]1,9,3,6,14,-2,1,-13,0.8,-5

# Main list, from the first entry:
SMILES,TAAR1 antagonist,M1 PAM,CHO parental Ca,CHO-K1 Ca PAM,CHRM1 agonist,TAAR1 ag,CHO-K1 Ca antag,CHO-K1 Ca ag,M1 antag
C=CCn1c(C(O)c2ccccc2)nc2ccccc21 (stereo not given),-5,6,-15,19,-3,7,-10,0.2,-14
CC(C)N1CCC(NC(=O)Nc2ccc3c(c2)OCO3)CC1,4,15,-2,14,-10,6,-11,0.8,-13
C=CCSc1nccc(=O)[nH]1,9,3,6,14,-2,1,-13,0.8,-5
COc1ccc(-c2nc3ccccc3nc2-c2ccc(OC)c(OC)c2)cc1OC,-1,2,-6,-2,-1,0,-8,2.5,-1
Cc1ccc(CNc2nc3ccccc3n2C)o1,-9,7,-7,17,-5,0,-6,0.0,-20
CC1CCc2c(ccc3ccccc23)C1=O (stereo not given),-30,8,/,3,-6,-2,10,-0.3,-2
CCOC(=O)c1cc2c3ccccc3n(CC)c2nc1N,-27,8,-17,20,0,2,-22,-0.2,-13
COc1ccc(O)c(/C=N/NC(=O)c2c(C)nnn2-c2nonc2N)c1,-6,1,-5,-8,-6,0,4,0.3,-6
O=C(Nc1ncccn1)c1ccc([N+](=O)[O-])cc1[N+](=O)[O-],-21,2,7,14,-2,1,-3,1.2,1
COc1ccc(Cn2cc(CN3CCOCC3)nn2)cc1,-1,18,/,11,-2,-1,10,0.5,-19
Cc1cc(O)cc(O)c1/C=N/NC(=O)c1ccc2c(c1)OCCO2,-6,8,/,24,-4,0,-29,1.9,-18
O=S(=O)(Nc1ccccc1Cl)c1cc(NC(=S)NCCN2CCOCC2)ccc1Cl,-12,0,-16,9,-4,3,-8,6.3,0
O=C1Nc2ccccc2SC1=Cc1ccccc1,10,17,/,-4,10,9,4,-0.3,-8
CC1CCC2C(=O)N(c3cc(Cl)ccc3OC(=O)c3ccco3)C(=O)C2C1 (stereo not given),-5,9,/,8,-1,11,-8,3.3,-8
C[C@H](CCC(=O)NCC(=O)O)[C@H]1CC[C@H]2[C@@H]3[C@H](O)C[C@@H]4C[C@H](O)CC[C@]4(C)[C@H]3C[C@H](O)[C@]12C,-3&1&-5,-1&3&5,-6&-2&-3,-2&19&4,1&-2&-2,1&0&1,6&-7&3,-0.1&1.2&-0.1,-21&-27&-27
Cn1ccsc1=NC(=O)c1ccc(CS(C)(=O)=O)cc1,-2,7,-2,28,-3,1,-11,1.6,-6
COC(=O)c1ccccc1NC(=O)CSc1nccc(C)n1,-8,6,-23,17,-6,1,-6,0.0,5
CCC(C)NC(=O)c1cn(CC)c2ccc(S(=O)(=O)N3CCCCC3)cc2c1=O (stereo not given),-8,8,-17,6,-4,2,-2,3.2,-14
O=C(NN=C1CCC(c2ccccc2)CC1)c1cc2c(s1)CCCC2 (stereo not given),-7,11,-32,25,-7,-2,-14,-0.1,-13
CCOc1cc(C2C(C#N)=C(N)SC(N)=C2C#N)ccc1OCCN1CCOCC1,8,3,-2,-2,-10,-3,7,0.3,0
COc1ccc(CN(C)CC(=O)Nc2cc(OC)c([N+](=O)[O-])cc2C)c(OC)c1,-14,-14,-3,12,-10,1,-1,9.8,5
CCCCOc1ccc(C(=O)N/C(=C/C=C/c2ccccc2)C(=O)NCCCO)cc1,3,4,-17,4,-4,4,13,0.0,-2
CC1CCCC(C)N1C(=O)CSc1nnc(COc2ccc(F)cc2)o1 (stereo not given),15,-10,-22,15,-9,1,-11,8.0,0
CCN(C(=O)c1ccnc(C(C)(C)C)c1)c1ccccc1,-9,3,-9,19,-4,3,-18,0.8,-3
Cn1nnc(NC(=O)c2ccc(Br)o2)n1,1,2,-2,3,-2,3,-5,0.2,6
Cc1ccccc1-n1nc(C)c2c1N=C1C(Cl)=CC(Cl)=CN1C2c1ccc(C(=O)O)cc1 (stereo not given),4,11,-7,2,0,3,14,-0.3,-9
CC1CCCCC1NC1=NCCS1 (stereo not given),1,0,3,-3,-4,7,12,0.4,2
O=C(CCCN=C1NS(=O)(=O)c2ccccc21)OCC(=O)c1ccc(F)c(F)c1,32,9,-4,-8,27*,87*,0,16*,-11
Cc1onc(-c2c(F)cccc2Cl)c1C(=O)NCCc1ccc(S(N)(=O)=O)cc1,/,-2,-10,9,-2,/,-4,0.9,10
CCCN(C(=O)CSc1ncccn1)C1CCS(=O)(=O)C1 (stereo not given),3,4,3,2,-3,13,-6,0.3,-3
CC1CCc2nn(CC(=O)NCc3ccc(F)cc3)cc2C1 (stereo not given),-6,5,-11,13,-7,-1,-4,0.5,-11
COc1ccc(NC(=O)CS(=O)c2ccc(Cl)c(Cl)c2)cc1 (stereo not given),-13,-10,-14,5,-2,2,-15,9.7,8
CC(C)C(NC(=O)c1ccc(C(C)(C)C)cc1)C(=O)NCC(c1ccccc1)N(C)C (stereo not given),-29,-1,-17,-13,-8,2,0,-0.3,-4
Cc1sc2nc(COC(=O)c3ccc(O)cc3)[nH]c(=O)c2c1C,-18,4,-10,22,4,3,-17,7.3,-8
COc1ccc(/C=C/C(=O)Nc2c(C)nn(C)c2C)cc1COc1ccc(Cl)cc1Br,-12,9,-9,18,-2,1,-5,0.1,-8
COc1ccc(NC2CCCN(C(=O)CCc3ccccc3F)C2)cc1 (stereo not given),-24,8,-22,24,-3,-1,-19,3.3,-7
Cc1ccc(-c2c(C(=O)N/N=C/C3CCCCC3)nnn2-c2nonc2N)cc1,-25,-4,-9,1,-4,31,-8,1.5,-2
COc1cc([N+](=O)[O-])cc(/C=N/NC(=O)c2cc(-c3ccccc3)nc3ccccc23)c1O,-4,18,14,13,2,0,-17,0.0,-42
O=[N+]([O-])c1ccc(NCCNc2ccc([N+](=O)[O-])cc2)cc1,6,-9,/,-6,1,4,7,-0.3,5
O=S(=O)(c1ccccc1)N1c2cc(Cl)ccc2Oc2nc3ccccc3nc21,17,5,-26,9,-5,1,-7,0.1,-21
CC1CCCN(S(=O)(=O)c2cccc(C(=O)NCc3ccco3)c2)C1 (stereo not given),5,6,-9,9,-5,0,-7,1.0,-4
CC(C)(C)OC(=O)n1cccc1/C=C1\c2ccccc2C(=O)N1c1ccccc1,/,7,/,21,-4,/,-14,1.4,-7
CCOc1ccc(N2CC(C(=O)Oc3ccccc3)CC2=O)cc1 (stereo not given),-11,3,-3,-9,-3,-4,9,-0.3,2
COc1ccc2oc(C)c(C(=O)c3ccc([N+](=O)[O-])cc3)c2c1,5,-10,-10,11,-13,2,-7,0.0,-2
Cc1ccccc1C(=O)N1CC(=O)Nc2ccc(F)cc2C1c1ccc(F)cc1 (stereo not given),-12,6,-34,-13,-6,8,1,1.8,-13
CC(=O)N(NC(=O)c1ccc(C)cc1)C1CC(=O)N(c2ccccc2Cl)C1=O (stereo not given),-9,0,-13,-8,-3,0,13,-0.2,0
CC1Cc2ccccc2N1C(=O)c1cc2cccnc2n(C)c1=O (stereo not given),-4,5,-16,-2,-1,0,-7,-0.1,0
CN(C)c1ccc(NC(=O)COC(=O)CCC(=O)c2ccc(F)cc2)cc1,4,4,-15,7,-5,3,-2,0.8,-8
CCCN1C(=O)c2cc(C(=O)Nc3ccc(OC)cc3OC)ccc2C1Nc1ccc(OC)cc1OC (stereo not given),38,-22,-24,-11,-4,19,23,4.2,23
COc1ccc2c(c1)OC[C@H]1[C@@H]2N2C(=O)CNC(=O)[C@@]2(C)[C@H]1c1ccccc1,21,12,-10,-13,-1,4,8,0.3,-27
O=C(NCCN1CCCCC1)Nc1cccc(Cl)c1Cl,-17,17,/,3,-4,3,-3,1.6,-17
COc1ccc(OCc2cc(C(=O)N3CCN(CC4CC4)CC3)no2)c(Cl)c1,-11,-7,-17,3,-5,3,-13,4.9,17
O=C(Cc1c(Cl)cccc1Cl)OCc1ccccn1,12,14,-11,-5,-9,-2,-29,2.4,-16
CC(=O)c1ccc(Nc2nc(C(N)c3ccccc3)cs2)cc1 (stereo not given),18,2,/,-3,1,5,7,1.6,-15
Cc1nn(CC(=O)Nc2ccc3nc4n(c(=O)c3c2)CCCC4)c(C)c1[N+](=O)[O-],-29,7,1,9,-2,11,-19,0.6,-17
COC(=O)c1cccc(S(=O)(=O)N2CCCCC2)c1,13,-1,-12,14,-3,6,-29,1.2,-7
Cc1nc(C)c(C(=O)NCCC(c2ccccc2)c2ccccc2)o1,-7,-1,-16,-5,-5,0,7,7.9,4
COc1cc(C2c3c(c(C)c(C)oc3=O)Oc3c(C)c(C)oc(=O)c32)ccc1OS(=O)(=O)c1ccc(C)cc1,16,7,-4,-16,-1,7,9,-0.3,-5
O=C(c1ccccc1)[C@H]1CC=CC[C@H]1C(=O)O,-8,1,-6,15,-4,2,5,0.0,3
O=C(NN=Cc1ccccc1Cl)c1ccc(-n2cnnn2)cc1,4,4,-12,-7,-2,-1,-6,-0.2,-2

# (next part)
SMILES,TAAR1 antagonist,M1 PAM,CHO parental Ca,CHO-K1 Ca PAM,CHRM1 agonist,TAAR1 ag,CHO-K1 Ca antag,CHO-K1 Ca ag,M1 antag
COc1ccccc1OCCOc1ccc(C(=O)c2ccccc2)cc1,29,-4,-32,17,-7,5,-3,7.7,-4
Cc1ccc(NC(=O)CN(C)C(=O)CSc2nnc(N)s2)cc1,-10,-14,2,-10,-1,4,-7,0.0,27
Cc1ccc(CS(=O)Cc2ccc(C(=O)N3CCN(c4ccc(F)cc4)CC3)o2)cc1 (stereo not given),-13,-1,-24,15,-2,1,-14,5.4,-3
C=CCN(c1ccc(C(=O)NCCCn2ccnc2)cc1)S(C)(=O)=O,-8,-3,-11,-13,-6,2,5,0.2,8
COc1ccc(C(=O)CC(=O)C(=O)Nc2cc(OC)c(OC)c(OC)c2)cc1,8,-6,-18,-7,-4,-1,0,0.4,15
O=C(c1cc2ccccc2o1)N1CCN=C1SCc1cccnc1,3,6,-24,8,-5,2,-4,0.2,-8
CC(C)(NC(=O)c1cc(Cl)c2ccccc2c1O)C(=O)O,-6,4,-4,-6,-3,-1,1,0.3,0
COc1ccc(-c2noc(CCC(=O)NCCCN3CCC(C)CC3)n2)cc1,-1,-3,-22,24,-2,0,-13,1.5,-11
CCOc1cccc(N2C(=O)CC(NCc3ccc(S(N)(=O)=O)cc3)C2=O)c1 (stereo not given),-26,10,-12,16,-2,14,-6,0.5,-6
